L3MBTL1 block – blocks human L3MBTL1; AlphaScreen L3MBTL1–H3K9me1 peptide binding; Potency, µM (titrated, usually from 57.1 µM), for inactives: at the highest dose activity, negative = inhibition, actives largely listed as inhibitors; 230,000 compounds, 0.66% hits; active = well fitted inhibition curve with a large enough effect; inconclusive = small, poorly fitted or top-dose-only effect; inactive = no such curve, though single readings can be large or run the other way; note: nearly all actives have a fitted effect of over 60% in size
Target sequence (Q9Y468 whole entry, looked up): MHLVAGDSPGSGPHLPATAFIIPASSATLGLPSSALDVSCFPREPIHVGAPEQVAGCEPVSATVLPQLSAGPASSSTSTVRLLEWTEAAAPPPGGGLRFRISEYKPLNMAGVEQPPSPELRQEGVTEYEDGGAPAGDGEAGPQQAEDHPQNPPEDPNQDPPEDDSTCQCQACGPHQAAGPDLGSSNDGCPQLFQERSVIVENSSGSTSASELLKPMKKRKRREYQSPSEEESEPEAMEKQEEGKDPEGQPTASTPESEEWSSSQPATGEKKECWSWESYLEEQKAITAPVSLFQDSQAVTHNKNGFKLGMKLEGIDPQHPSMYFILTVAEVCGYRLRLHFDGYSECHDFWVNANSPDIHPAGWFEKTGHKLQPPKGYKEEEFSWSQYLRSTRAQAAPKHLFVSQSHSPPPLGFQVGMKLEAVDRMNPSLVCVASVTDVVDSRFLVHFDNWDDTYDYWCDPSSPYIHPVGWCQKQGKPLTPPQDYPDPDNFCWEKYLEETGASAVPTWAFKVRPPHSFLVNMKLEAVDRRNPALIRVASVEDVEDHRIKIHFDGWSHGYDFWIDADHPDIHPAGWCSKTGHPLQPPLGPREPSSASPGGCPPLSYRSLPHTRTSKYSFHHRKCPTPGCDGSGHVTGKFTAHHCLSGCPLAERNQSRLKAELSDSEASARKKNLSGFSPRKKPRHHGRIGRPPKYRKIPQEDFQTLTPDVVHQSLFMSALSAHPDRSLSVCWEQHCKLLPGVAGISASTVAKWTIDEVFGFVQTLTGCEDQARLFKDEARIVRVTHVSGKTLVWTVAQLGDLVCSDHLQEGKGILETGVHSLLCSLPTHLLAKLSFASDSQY
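AlphaScreen assay: L3MBTL1 (50 nM final) was preincubated 30 min at room temperature with biotinylated H3(1-15)K9me1 peptide (75 nM final), then 30 min with library compounds; streptavidin donor and nickel chelate acceptor beads (10 ug/mL final) added, 30 min dark.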
* marks the source's active call; other numbers are inactive results; ? = inconclusive; [ ] = remark or other dose. % is set by controls: 0 for no effect and ±100 for the full control effect; potency is the fitted concentration of half-maximal effect. Only part of the results is shown; rates above refer to the full screens.

The first two entries, to show the layout:
SMILES	L3MBTL1 block
NC(=O)CC(NC(=O)c1ccccc1)c1ccc(N2CCc3ccccc3C2)c([N+](=O)[O-])c1 (centres undefined)	-9%
Cc1cc(SCC(=O)N/N=C/c2ccc(O)c(O)c2)nc2ccccc12	?

The whole of this part, from the first entry:
SMILES	L3MBTL1 block
NC(=O)CC(NC(=O)c1ccccc1)c1ccc(N2CCc3ccccc3C2)c([N+](=O)[O-])c1 (centres undefined)	-9%
Cc1cc(SCC(=O)N/N=C/c2ccc(O)c(O)c2)nc2ccccc12	?
COc1cccc2c1C(=O)c1c(O)c3c(c(O)c1C2=O)C[C@](O)(C(C)=O)C[C@H]3O[C@@H]1C[C@@H](N)[C@@H](O)[C@@H](C)O1	-9%
CC(NC(=O)COC(=O)c1cc(Cl)ccc1O)C1CC2CCC1C2 (centres undefined)	6%
CC(C)Oc1cc2ccccc2cc1CNC[C@H]1O[C@@H](n2cnc3c(N)ncnc32)[C@H](O)[C@@H]1O	-1%
CN(CC(=O)Nc1ccccc1Br)C(=O)CCCSc1nc2ccccc2[nH]1	6%
COc1cc2c(cc1OC)CN(C(=O)c1nn(Cc3ccccc3)c(=O)c3ccccc13)CC2	-12%
Cc1ccc(NC(=O)COC(=O)Cc2c[nH]c3ccccc23)cc1F	-9%
C[C@@H]1CN([C@@H](C)CO)C(=O)c2cccc(NC(=O)c3ccncc3)c2O[C@@H]1CN(C)Cc1ccc(-c2ccccc2)cc1	1%
C/C(=N/Nc1ccccc1C(=O)O)c1cccs1	-2%
CCN(C[C@H]1N[C@@](C)(C(=O)OC)[C@H]2C(=O)N(Cc3ccccc3)C(=O)[C@@H]12)S(=O)(=O)c1ccccc1	4%
COc1ccc(CCNC(=O)c2cccc(NC3=NC4CS(=O)(=O)CC4S3)c2)c(OC)c1 (centres undefined)	-4%
COc1cc(C=NNc2ccc(S(=O)(=O)Nc3ccccc3C(=O)O)cc2[N+](=O)[O-])ccc1O	?
O=C(O)c1cc(S(=O)(=O)N2CCN(S(=O)(=O)c3ccc4ccccc4c3)CC2)ccc1Br	?
Cc1c(NC(=O)CN(C)CC(=O)Nc2ccc(F)c(F)c2F)c(=O)n(-c2ccccc2)n1C	7%
O=C(CSc1ncccn1)Nc1ccc2[nH]c(=O)[nH]c2c1	3%
CCOc1ccccc1NC(=O)c1ccccc1-c1ccccc1	2%
CCOC(=O)C1Nc2ccc(Br)cc2C2C=CCC12 (centres undefined)	-28%
Cc1ccc(CN(C)C(=O)CN2C(=O)NC3(CCCC3)C2=O)o1	32%
COc1ccccc1C(=O)NC(=O)COC(=O)CNC(=O)c1ccccc1F	43%[activator]

Pulled by compound from above:
SMILES	L3MBTL1 block
Cc1cc(SCC(=O)N/N=C/c2ccc(O)c(O)c2)nc2ccccc12	?
COc1ccc(CCNC(=O)c2cccc(NC3=NC4CS(=O)(=O)CC4S3)c2)c(OC)c1 (centres undefined)	-4%
Cc1ccc(CN(C)C(=O)CN2C(=O)NC3(CCCC3)C2=O)o1	32%
O=C(O)c1cc(S(=O)(=O)N2CCN(S(=O)(=O)c3ccc4ccccc4c3)CC2)ccc1Br	?
COc1cc(C=NNc2ccc(S(=O)(=O)Nc3ccccc3C(=O)O)cc2[N+](=O)[O-])ccc1O	?
NC(=O)CC(NC(=O)c1ccccc1)c1ccc(N2CCc3ccccc3C2)c([N+](=O)[O-])c1 (centres undefined)	-9%

Returning to the listing with the three entries that preceded the break.
SMILES	L3MBTL1 block
CCOC(=O)C1Nc2ccc(Br)cc2C2C=CCC12 (centres undefined)	-28%
Cc1ccc(CN(C)C(=O)CN2C(=O)NC3(CCCC3)C2=O)o1	32%
COc1ccccc1C(=O)NC(=O)COC(=O)CNC(=O)c1ccccc1F	43%[activator]
CCN(CC)S(=O)(=O)c1ccc2[nH]c(=O)cc(C(=O)Nc3ccccc3N3CCOCC3)c2c1	-2%
CN(C)c1nc(Nc2ccc(Cl)c(Cl)c2)nc(N(C)C)n1	7%
CCc1ccc(S(=O)(=O)Nc2ccc(-c3ccc4nnc(C)n4n3)cc2)s1	-2%
O=C(CNC(=O)C1CC(=O)N(c2cccc3ccccc23)C1)Nc1ccccc1Br (centres undefined)	-6%
O=C1[C@H]2[C@@H](/C=C/c3ccccc3)N3C(=O)CN(CCO)C(=O)[C@@]3(Cc3ccccc3)[C@H]2C(=O)N1c1ccccc1	-4%
Cc1ccccc1C(=O)NCC(=O)N1CCN(c2ccccn2)CC1	4%
CN(C)S(=O)(=O)c1cccc(NC(=O)CO/N=C(\N)c2ccccc2)c1	7%
COc1ccccc1C(=O)COC(=O)Cc1ccccc1F	17%
O=C(COc1ccc2c3c(c(=O)oc2c1)CCCC3)N[C@@H](Cc1ccccc1)C(=O)O	1%
CCCN(C(=O)c1ccc(N2CCCC2=O)cc1)c1c(N)n(Cc2ccccc2)c(=O)[nH]c1=O	-5%
O=C(CSC(=S)N1CCCC1)N1CCN(S(=O)(=O)c2ccccc2F)CC1	7%
COc1ccc(SC[C@H](Cc2ccccc2)N2CC[C@@H](C)CCC2=O)cc1	6%
COc1ccc(CN(C)C(=O)c2ccc(NS(=O)(=O)c3ccc4[nH]c(=O)[nH]c4c3)cc2)c(OC)c1OC	-3%
CCN(CC)c1ccc(NS(=O)(=O)c2cn(C)c(=O)n(C)c2=O)c(C)c1	15%
Cc1ccccc1NC(=O)c1ccc(CN2CC(=O)N3CCCCC3C2=O)cc1 (centres undefined)	-5%
COc1cc(OC)c(C(=O)NNC(=O)CN(C)S(=O)(=O)c2ccc(Cl)cc2)cc1OC	2%
O=C(CCc1nc(-c2ccccc2)no1)NCc1ccccc1CN1CCOCC1	5%
NC(=O)c1ccc(-c2nnn(CC(=O)N(C3CCCC3)C3CCS(=O)(=O)C3)n2)cc1 (centres undefined)	5%
Cc1cc(-n2c(C)cc(C(=O)CSc3nncn3C(C)C)c2C)no1	-4%
Cc1cccc(N(C)S(=O)(=O)c2cc3c(cc2C)n(C)c(=O)c(=O)n3C)c1	2%

The final four entries of the part before open the next one.
SMILES	L3MBTL1 block
O=C(CCc1nc(-c2ccccc2)no1)NCc1ccccc1CN1CCOCC1	5%
NC(=O)c1ccc(-c2nnn(CC(=O)N(C3CCCC3)C3CCS(=O)(=O)C3)n2)cc1 (centres undefined)	5%
Cc1cc(-n2c(C)cc(C(=O)CSc3nncn3C(C)C)c2C)no1	-4%
Cc1cccc(N(C)S(=O)(=O)c2cc3c(cc2C)n(C)c(=O)c(=O)n3C)c1	2%
COC(=O)[C@]1(Cc2ccccc2)N[C@H](CN(C)C(C)=O)[C@@H]2C(=O)N(Cc3ccccc3)C(=O)[C@@H]21	29%
COc1ccc(CNCCS(=O)(=O)NN2CCOCC2)cc1	3%
COc1ccc(OCCCCN(C)Cc2ccccc2)cc1	-9%
Cc1csc(=O)n1CCC(=O)OCc1nnc(-c2ccccc2Cl)o1	-4%
CC(NC(=O)COC(=O)c1ccc2ccccc2n1)c1ccccc1 (centres undefined)	-1%
CN(C)S(=O)(=O)c1ccc(C(=O)NC(=O)CSc2nncs2)cc1	11%
CCN(C(=O)c1cccc(S(=O)(=O)N2CCCCC2)c1)C1CCS(=O)(=O)C1 (centres undefined)	1%
CC1(C)CC[C@]2(C(=O)O)[C@H](O)C[C@]3(C)C(=CCC4[C@@]5(C)C[C@H](O)[C@H](O)[C@@](C)(CO)C5CC[C@]43C)[C@@H]2C1 (some centres undefined)	3%
COc1ccccc1OCCNc1ccc(S(=O)(=O)N2CCCC2)cn1	4%
COc1cccc(/C=C/C(=O)OCC(=O)NC(=O)NC2CCCC2)c1	3%
Cn1ccc2cc(-c3ccc4ncnc(NCc5cccc(F)c5)c4c3)ccc21	-7%
Cc1cc(C(=O)COC(=O)c2ccc(Cl)c(S(N)(=O)=O)c2)c(C)n1CC1CCCO1 (centres undefined)	-3%
COc1ccc(CCC(=O)NCCS(=O)(=O)N2CCN(c3ccccc3F)CC2)cc1	-9%
CCN(CC(=O)Nc1c(F)cccc1F)C(=O)CN1C(=O)C2CCCCC2C1=O (centres undefined)	3%
O=C1CCCC/C=C\C[C@H](CC(=O)N(CCO)Cc2ccccc2)C(=O)N2CCC[C@@H]2CO1	-1%
COc1ccc2[nH]c3c(c2c1)CCN1C(=O)N([C@@H](C)C(=O)NCc2ccco2)C(=O)[C@]31C	-4%
CC(=O)Nc1ccc(S(=O)(=O)N[C@@H](C)C(=O)OCC(=O)c2ccc(C)cc2)cc1	7%
C=CC[C@H](CC(=O)NCCO)C(=O)N[C@@H](COC(=O)[C@H](CC=C)CC(=O)OC(C)(C)C)Cc1ccccc1	-5%
N#Cc1ccc2[nH]cc(CCO)c2c1	7%
COc1ccc(C2=CC(=O)C[C@H](c3ccc(OC)c(OC)c3)C2)cc1	-8%
COc1ccccc1NC(=O)c1ccc(C(=O)Nc2ccccc2OC)nc1	-4%
COc1ccc(S(=O)(=O)N(C)C)cc1NC(=O)COC(=O)C1CC1	-2%
O=C(CN1CCN(CC(=O)Nc2cccc(F)c2)CC1)NCC1(N2CCOCC2)CCCCC1	5%
CN(CC(=O)Nc1ccccc1Cl)C(=O)COC(=O)C1=COCCO1	-3%
CCOC(=O)CSc1nc2c(c(=O)[nH]c(=O)n2C)n1Cc1ccccc1	-4%
O=C(CN1CCN(CC(=O)Nc2ccccc2Cl)CC1)NCC1(N2CCOCC2)CCCCC1	-1%
Cc1nnc2ccc(-c3ccc(NS(=O)(=O)c4ccccc4[N+](=O)[O-])cc3)nn12	-21%
COc1ccc(C(=O)c2sc(Nc3ccc(NC(C)=O)cc3)nc2C)cc1	4%
COc1ccc(NC(=O)c2cnn(-c3ccccc3)c2C)cc1OC	6%
Cc1ccc(C)c(NC(=O)COC(=O)CNC(=O)C2CCCCC2)c1	12%
CCCn1c(C(C)Nc2nc(-c3ccc(OC)cc3)cs2)nc2ccccc21 (centres undefined)	-7%
C[C@@H]1CN([C@@H](C)CO)C(=O)c2cccc(NC(=O)c3nc4ccccc4s3)c2O[C@@H]1CN(C)CC1CC1	-11%

Compound activity as filed in PubChem BioAssay.
